Assay outcomes (PubChem)
Growth percent in the NCI-60 one-dose screen (48 h, 10 µM unless noted): 100 = growth as untreated, 0 = no growth, -100 = all killed.
T-47D: T-47D breast cancer; 5% of 79,000 active; AID 1794792
MCF7: MCF7 breast cancer; 6.3% of 82,000 active
MDA-MB-231: MDA-MB-231 breast cancer; 5% of 81,000 active; AID 1794789
LOX IMVI: LOX IMVI melanoma | AID 1794757 | 7.4% of 79,000 active
SK-MEL-2: SK-MEL-2 melanoma | 4.7% of 77,000 active | AID 1794763
BT-549: BT-549 breast cancer; 4.4% of 78,000 active; AID 1794793
HS 578T: HS 578T breast cancer; 4.1% of 78,000 active
MALME-3M: MALME-3M melanoma | 5.8% of 78,000 active | AID 1794766
* = called active by the depositor; · = no result given; & = joins results of further samples. How the source made its calls: active means growth percent below 10; inactive means the rest. An unsorted share of the library, and some 11% of all compounds hit somewhere here.

SMILES	T-47D	MCF7	MDA-MB-231	LOX IMVI	SK-MEL-2	BT-549	HS 578T	MALME-3M
Cc1nc(Br)c(Br)n1Cc1ccccc1	79	94	89	85	119	111	94	83
N/C(=N\OC(=O)CSc1nc2ccccc2s1)c1ccc2ccccc2c1	98	94	90	100	102	100	105	105
Nc1nonc1-n1nncc1-c1ccc2c(c1)OCO2	98	94	102	99	110	85	95	98
CC1CCN(Cc2ccc(NC(=O)c3cc4ccc5cccnc5c4[nH]3)cc2)CC1	38	27	23	8.8*	12	43	34	10
COCCCNc1nc(NC(=O)c2ccc(F)cc2Cl)cc(-c2cccnc2)n1	89	100	90	100	88	·	86	109
NNc1ccc2ccccc2c1	98&70	80&75	90&69	92&75	108&101	96&96	99&96	97&90
CCCCN(CCCC)CC(O)c1ccc(OC)c2ccccc12 (stereo unspecified)	85	80	88	40	·	·	105	93
O=C(O)c1ccc(-c2nn(-c3ccc(C(F)(F)F)cc3)cc2/C=N/NS(=O)(=O)c2ccccc2)cc1	95	100	99	·	101	118	98	106
CC(=O)O[C@H]1[C@H](CC#CC#CC[C@@H]2C[C@]3(C)[C@H]4CC=C5[C@H]6[C@@H](C)[C@H](C)CC[C@]6(C(=O)NCCCCCCCCN)CC[C@@]5(C)[C@]4(C)CC[C@H]3C(C)(C)[C@H]2OC(C)=O)C[C@]2(C)[C@H]3CC=C4[C@H]5[C@@H](C)[C@H](C)CC[C@]5(C(=O)NCCCCCCCCN)CC[C@@]4(C)[C@]3(C)CC[C@H]2C1(C)C	·	105	103	97	125	112	110	105
CC1Cc2c(ncn3c(-c4ccc(F)cc4)nnc23)N(C)c2ccccc21 (stereo unspecified)	35	52	·	13	100	80	26	37
CNC(=O)c1cc(Oc2ccc3nc(NC(=O)Nc4ccc(Cl)cc4)sc3c2)ccn1	44	69	34	52	81	102	30	18
COc1ccc(Cc2nnc3sc(-c4ccc(OC)c(OC)c4)nn23)cc1	97	89	77	94	113	100	93	129
CCCCSc1nc(N/N=C/c2cc(Cl)ccc2O)c(C#N)c(-c2ccc(OC)cc2)n1	66	·	77	96	105	90	87	92
O=C1/C(=C/C(Cl)=C/c2ccccc2)SC(=S)N1CCS(=O)(=O)O	106	98	103	·	114	116	106	104
C[C@@H](O)[C@H]1C(=O)N2C(C(=O)O)=C(SCCN=CN)C[C@H]12	-6.4*	-6.5*	9.8*	-43*	·	19	24	-60*
Oc1cncc(-c2ccc3ncnc(N4CCc5cc(F)c(Cl)cc54)c3c2)c1	42	35	47	39	66	73	18	71
CC(/C=N/NC(N)=O)=N\NC(N)=O	89	94	95	98	109	105	104	97
N#Cc1c(-c2ccccc2)nc(SCC(=O)N2CCOCC2)[nH]c1=O	93	90	114	92	107	88	108	92
[O-][n+]1ccc2ccccc2c1	103	95	117	103	107	107	108	113
CC(=O)O/N=C(/C)c1ccccc1	99	100	111	101	108	100	114	·
Fc1ccc2c(-c3cncn3CCc3ccccc3)c[nH]c2c1	74	87	88	95	94	105	67	91
O=[N+]([O-])c1ccc(NC(c2ccccc2)c2ccc3cccnc3c2O)cc1 (stereo unspecified)	37	17	44	9.6*	36	39	36	17
O=C(O)C(F)Cc1ccccc1 (stereo unspecified)	106	93	107	102	133	110	107	89
O=S(=O)(O)c1ccc(N/N=C/c2ccccc2O)cc1	103&98	101&117	106&94	100&106	130&116	105&116	109&104	113&122
C/C(=C(/C)C1CC1CCNS(=O)(=O)c1ccc(C)cc1)c1cccc(OC(F)(F)F)c1 (stereo unspecified)	47	69	88	91	93	97	100	·

The list goes on.
SMILES	T-47D	MCF7	MDA-MB-231	LOX IMVI	SK-MEL-2	BT-549	HS 578T	MALME-3M
COc1ccc(CCNc2nc3c(c(=O)n(Cc4ccc(Cl)cc4)c(=O)n3C)n2C)cc1OC	85	100	101	95	103	97	94	90
O=C(CN1C(=O)NC2NC(=O)NC21)N/N=C/c1cccc([N+](=O)[O-])c1 (stereo unspecified)	107	92	104	98	113	102	107	105
Brc1c2c(c(Br)c3ccccc13)CCCC2	84	96	91	100	94	112	95	108
CC(=O)Nc1ccc(Oc2ncnc3sc(C)c(C)c23)cc1	83	91	92	98	114	91	91	97
CC(C)CN1CCN(CCCOC(=O)Nc2cccc3ccccc23)CC1C (stereo unspecified)	108	96	94	94	102	101	96	·
Cc1ccc2c(c1)O/C(=C\c1ccc([N+](=O)[O-])o1)C2=O	41	9.5*	48	4.7*	79	26	106	-11*
CC(NCCNC(C)c1ccccc1)c1ccccc1 (stereo unspecified)	92	103	88	90	86	109	98	97
O=C1C=CC(=O)N1Nc1ccccc1	87	91	102	91	103	73	112	101
N#Cc1c(-c2ccc(Cl)cc2)csc1NC(=O)Nc1cccc(C(F)(F)F)c1	-5.7*	13	-1.0*	5.9*	·	26	48	15
O=C(Oc1ccccc1)N(c1ccccc1)c1ccccc1	99	101	113	103	120	102	·	124
COc1ccc(/C=C(\C#N)C(=O)c2ccccc2)cc1	105	116	102	103	122	115	106	·
O=C(Cc1ccccc1)c1ccc(O)c(Cl)c1	44	20	50	15	65	45	37	50
Fc1ccc(CNc2c3ccccc3nc3ccccc23)cc1F	48	13	35	13	89	68	65	51
Cc1c[nH]n2c(-c3ccccc3)cc(C)c(C#N)c2n[nH]1	103	·	101	107	114	99	108	93
CN(C)CCC(c1ccc(Cl)cc1)c1ccccn1 (stereo unspecified)	106	109	99	91	101	102	94	105
COc1ccc(-c2cc(/C=C3\C(=O)Nc4ccccc43)[nH]n2)cc1	86	68	88	86	98	99	103	81
Cc1ccc(NC(=O)Cn2cc(CSc3nnc4oc5ccccc5n34)nn2)cc1	71	64	59	81	82	123	53	92
COc1ccc2cc(-c3ccnc4cc(-c5ccccc5)nn34)ccc2c1	73	85	85	97	112	107	85	106
Cc1cc(N(CCCNc2ccnc3cc(Cl)ccc23)Cc2ccco2)nc(N2CCOCC2)n1	89	63	58	66	93	58	78	93
Fc1ccc(NC(=S)Nc2ccc(Cl)cc2)cc1	52	84	97	70	91	71	106	84
CO[C@H]1C[C@H](O[C@H]2[C@H](C)[C@@H](OC3O[C@H](C)C[C@H](N(C)C)[C@H]3OC(C)=O)[C@@H](C)C[C@]3(CO3)C(=O)[C@H](C)[C@@H](OC(C)=O)[C@@H](C)[C@@H](C)OC(=O)[C@@H]2C)O[C@@H](C)[C@@H]1OC(C)=O (stereo partly specified)	106	106	106	98	110	107	93	108
COc1ccc(C(C#N)N2CCCCC2)cc1 (stereo unspecified)	95	91	100	99	97	102	102	115
CC(C)(C)c1ccc(OC(=O)c2ccc([N+](=O)[O-])cc2)cc1	102	106	93	104	·	108	110	97
COc1cc2oc(-c3cccc(C(=O)Nc4ccc(C)cc4)c3)cc(=O)c2c(OC)c1OC	·	25	·	-7.8*	42	37	64	27
Nc1c(Cl)[nH]cnc1=S	97	100	83	95	95	93	104	92

Following part:
SMILES	T-47D	MCF7	MDA-MB-231	LOX IMVI	SK-MEL-2	BT-549	HS 578T	MALME-3M
O=c1[nH]c(=S)[nH]c2nc[nH]c12	105	97	109	·	117	109	·	112
Cc1ccc(S(=O)(=O)NNc2c3ccccc3nc3ccc(Cl)cc23)cc1	90	93	108	97	97	96	105	109
O=C1c2cccc3cccc(c23)C(=O)N1Nc1nc(N2CCOCC2)nc(N2CCN(Cc3ccccc3)CC2)n1	85	81	86	89	108	96	97	107
COc1ccc([N+](=O)[O-])cc1N	101	93	103	105	·	·	117	98
O=C1NN(C(=O)c2ccc(O)cc2)C(c2ccccc2)=N/C1=C\c1cn(-c2ccccc2)nc1-c1ccccc1	·	96	106	·	100	95	100	99
CCN(CC)c1ccc(NC(C)=O)cc1	111	96	100	94	118	90	97	82
Cc1cc(Nc2ccc(Cl)c(Cl)c2)nc(N)n1	79	84	101	100	102	94	93	121
N#C/C(=C/c1cc(Cl)cc(Cl)c1O)C(N)=O	114	93	114	89	106	102	127	109
CCCC(C(=O)OC(C)CN1C(C)CCC1C)C1CCCC1 (stereo unspecified)	98	98	110	96	109	100	101	88
CS(=O)(=O)Nc1ccc(CC#N)cc1	105	97	108	101	101	98	96	96
CN(C)CCC(=O)c1cccc2ccccc12	95	78	122	96	106	·	101	104
CCCS(=O)(=O)Oc1cc2oc(=O)c3c(c2cc1OC)CCCCCC3	66	79	74	91	87	83	85	98
CC(CC(C#N)(c1ccccc1)c1ccccc1)OS(C)(=O)=O (stereo unspecified)	·	92	122	96	89	84	94	111
C=CCn1c(SCC(=O)Nc2ccc(C(=O)/C=C/c3ccc(OC)cc3)cc2)nnc1-c1cc(-c2ccc(S(N)(=O)=O)cc2)nc2ccccc12	73	87	93	86	94	78	82	93
C=CCOCCN(CC)CC	95	98	103	100	106	88	103	85
OCC=C1CCCCCC1	96	101	104	103	106	99	103	95
CN1C(=O)/C(=C(\C#N)C(=O)Nc2ccc(S(N)(=O)=O)cc2)c2ccccc21	94	100	107	96	106	95	101	109
Nc1c2c(nc3ccc(Cl)cc13)CC(c1ccccc1)CC2=O (stereo unspecified)	54	19	67	·	59	40	74	40
Nc1[nH]c(=O)[nH]c(=O)c1Br	92&108	99&99	99&97	97&98	107&100	102&99	98&105	97&103
Cc1ccc(C2N=C(N)NC(Nc3nn[nH]n3)=N2)cc1 (stereo unspecified)	101	90	·	90	109	101	104	98
OC(c1cc2cc(Br)ccc2c2cc(Br)ccc12)C1CCCCN1 (stereo unspecified)	-75*	-88*	-73*	-62*	-73*	69	-53*	-58*
NC(=O)N/N=C1/CCN2CCCc3cccc1c32	98	101	122	103	103	116	119	·
O=C(Nc1nc(-c2ccc([N+](=O)[O-])cc2)cs1)c1ccccc1CN1C(=O)c2ccccc2C1=O	92	105	98	97	106	101	106	110
O=C(CCc1ccco1)CCc1ccco1	108	103	98	101	105	100	94	104
CC(C)(N)COS(=O)(=O)O	108	96	93	113	117	100	100	108

New compounds follow:
SMILES	T-47D	MCF7	MDA-MB-231	LOX IMVI	SK-MEL-2	BT-549	HS 578T	MALME-3M
Cc1cccc(Cl)c1O	103	103	115	96	110	105	104	136
COc1ccc(-c2nc3sccn3c2-c2ccnc(NCCNS(=O)(=O)c3cccc4ccccc34)n2)cc1	90	91	110	98	104	94	106	97
COc1cc(C2CC(=O)Nc3[nH]ncc32)cc(OC)c1O (stereo unspecified)	80	96	101	100	116	85	108	94
CCC(=O)Oc1ccc(/C(=C(/C)Cc2cccc(OC)c2)c2ccc(OCCN(CC)CC)cc2)cc1	70	39	106	100	103	91	90	103
C/C=C(\C)C(=O)N/N=C\c1cc(Cl)cc(Cl)c1O	89	95	96	95	·	·	111	107
O=C(NCc1ccccc1)/C(=C/c1ccc([N+](=O)[O-])cc1)CC(=O)c1ccc(Cl)c(Cl)c1	81	86	75	·	102	90	92	100
Cc1c(C(=O)O)nnn1-c1sc2c(c1C(=O)O)CCCC2	93	94	95	93	91	106	93	102
COc1ccc(Cn2c(NCCN)nc(=O)n(Cc3ccc(F)cc3)c2=O)cc1	82	87	109	·	·	87	91	90
CC(=O)c1cc2c(N)c(C(=O)Nc3cccc4ccncc34)sc2nc1C	97	84	93	102	78	102	91	101
CCOC(=O)c1c(Nc2ccc(S(=O)(=O)Nc3ncccn3)cc2)nnc(-c2ccccc2)c1-c1ccccc1	99	98	98	·	118	102	106	·
COc1ccc(/C=C/c2n[nH]c3ccc(N4CCOC4=O)cc23)cc1	18	2.4*	15	1.9*	12	16	2.9*	60
Clc1nc(Cl)c2c(ccn2Cc2ccccc2)n1	94	69	90	88	98	101	97	85
NC1=C(O)C(=O)C(/C=C/c2ccccc2)O1 (stereo unspecified)	·	78	·	98	120	101	91	94
COc1cccc(C2=NN(C(C)=O)C(c3cccc(NS(C)(=O)=O)c3)C2)c1O (stereo unspecified)	·	95	93	96	98	102	98	94
CSc1nc(NCc2ccccc2)c(C#N)c(-c2cccc(N)c2)n1	67	85	73	95	104	94	91	103
CC(=O)Nc1ccc(/C=N/N=C2c3ccccc3-c3ccccc32)cc1	43	77	73	81	98	98	100	113
O=C(O)c1cc(O)ccc1O	115	95	101	105	134	·	·	112
O=c1ncc2c([nH]1)-c1cn(Cc3ccccc3)cc1CC2	101	109	103	93	105	·	149	246
COc1ccc2sc3c(NCCCN(C)C)nc4ccccc4c3c(=O)c2c1	94	41	-6.1*	-100*	96	69	73	58
Cc1cc(=O)n(-c2nc(-c3cccs3)c(C#N)c(=O)[nH]2)[nH]1	86	97	102	99	103	100	112	103
